Screening data as filed in PubChem BioAssay.
KCNQ1 block = inhibitors of human KCNQ1 channel, primary screen, cell-based, thallium flux, high-throughput. CHO-K1 KCNQ1, FluxOR thallium flux fluorescence; active compounds read high. Potassium voltage-gated channel subfamily KQT member 1 (Homo sapiens), P51787. 310,000 tested, 1.3% active. B-score at 10 µM. AID 2642, 2010;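 active = compounds whose thallium flux B-score, printed positive for inhibition, exceeds three library SD while starting fluorescence stays within three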;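 note: channel opened by potassium depolarization with thallium stimulus after 20 min compound exposure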
Target sequence (P51787 whole entry, looked up): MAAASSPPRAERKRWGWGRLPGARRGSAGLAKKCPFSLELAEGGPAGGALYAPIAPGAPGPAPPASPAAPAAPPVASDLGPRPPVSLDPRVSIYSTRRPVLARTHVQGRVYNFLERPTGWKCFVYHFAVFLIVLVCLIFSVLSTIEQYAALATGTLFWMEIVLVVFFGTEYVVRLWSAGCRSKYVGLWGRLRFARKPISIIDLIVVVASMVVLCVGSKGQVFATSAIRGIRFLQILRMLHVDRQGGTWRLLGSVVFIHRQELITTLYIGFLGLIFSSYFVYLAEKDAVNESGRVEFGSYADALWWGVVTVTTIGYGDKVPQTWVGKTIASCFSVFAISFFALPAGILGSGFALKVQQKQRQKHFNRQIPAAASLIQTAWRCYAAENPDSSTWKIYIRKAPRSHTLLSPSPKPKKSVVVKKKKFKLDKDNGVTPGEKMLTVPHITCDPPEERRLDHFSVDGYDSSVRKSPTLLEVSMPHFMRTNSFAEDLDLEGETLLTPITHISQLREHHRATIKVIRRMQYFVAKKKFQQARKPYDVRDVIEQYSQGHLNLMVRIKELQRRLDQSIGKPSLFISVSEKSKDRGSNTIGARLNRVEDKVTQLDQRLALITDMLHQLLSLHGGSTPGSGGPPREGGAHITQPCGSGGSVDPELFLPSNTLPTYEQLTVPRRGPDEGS
hERG protect = hERG rescue from dofetilide block, primary screen, cell-based, CHO-hERG, FluxOR thallium flux, dofetilide IC70. Voltage-gated inwardly rectifying potassium channel KCNH2 (Homo sapiens), Q12809. dofetilide IC70 present. activation (rescue from dofetilide block), less the hit threshold, % at 10 µM. 310,000 tested, 0.51% active. AID 1511, 2009;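 active = activation above the mean of controls blocked by dofetilide plus 5 SD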;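 note: thallium influx through hERG after potassium depolarization seen as dye fluorescence rise; in these data hits start at about 4.7%; inactives centre near -7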
KCNK3 block = human KCNK3 channel inhibitors, primary screen, CHO cells, FluxOR thallium flux, B-score. Potassium channel subfamily K member 3 (Homo sapiens), O14649. FluxOR fluorescence; active compounds read low. B-score at 10 µM. 340,000 tested, 0.84% active. AID 602410, 2012;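 active = B-score under library mean minus 4 SD, starting fluorescence ratio at most library mean plus 5 SD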;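 note: more negative B-score means stronger inhibition of thallium flux through KCNK3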
KCNK9 block = KCNK9 potassium channel inhibitors, primary screen, HEK293 cells, thallium flux; 310,000 tested, 1.2% active; FluxOR thallium flux fluorescence; active compounds read low; AID 488922, 2010; Potassium channel subfamily K member 9 (Homo sapiens), Q9NPC2; B-score at 10 µM;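 active = ratio B-score over 3 SD below the library mean, with starting fluorescence within 5 SD of its mean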;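 note: negative B-score means less thallium flux so channel inhibition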
Target sequence (Q9NPC2 whole entry, looked up): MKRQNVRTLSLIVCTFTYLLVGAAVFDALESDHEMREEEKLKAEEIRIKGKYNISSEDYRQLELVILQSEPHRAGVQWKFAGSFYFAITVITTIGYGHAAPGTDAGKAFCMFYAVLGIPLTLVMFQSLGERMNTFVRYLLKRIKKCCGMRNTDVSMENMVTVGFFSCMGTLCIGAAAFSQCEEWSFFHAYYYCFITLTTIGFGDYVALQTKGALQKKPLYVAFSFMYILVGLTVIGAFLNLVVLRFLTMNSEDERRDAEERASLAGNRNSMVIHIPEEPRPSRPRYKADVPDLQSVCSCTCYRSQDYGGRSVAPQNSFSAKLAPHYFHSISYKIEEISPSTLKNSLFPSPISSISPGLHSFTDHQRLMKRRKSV
HDAC3 inhib = HDAC3 deacetylase inhibitors, primary screen, biochemical, fluorescence, cell-free homogeneous; Histone deacetylase 3 (Homo sapiens), O15379; recombinant HDAC3, fluorogenic peptide/trypsin coupled; inhibition, % at 8.3 µM; 320,000 tested, 0.15% active; in the data active = inhibition above about 26%, passing the limit was not always enough
SKKanGAS inh = S. pyogenes SKKanGAS growth inhibitors in kanamycin, primary screen, streptokinase expression inhibitor project, SKKanGAS strain, BacTiter-Glo luminescence. 6 h. inhibition, % at 7.5 µM. 300,000 tested, 1.3% active;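 active = mean replicate score, as percent of positive control median, at least 50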;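 note: strain carries kanamycin resistance gene driven by streptokinase promoter and grows in 40 µg/ml kanamycin; loss of luminescence reflects streptokinase promoter inhibition or plain growth inhibition; 0% = median of DMSO wells and 100% = positive control at its reference dose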
RGS4 block = RGS4 inhibitors, primary screen, cell-based, HEK293 M3R inducible RGS4, calcium flux. Regulator of G-protein signaling 4 (Homo sapiens), P49798. Fluo-4 calcium flux; active compounds read high; triggered by carbachol at its EC20. B-score at 10 µM. 310,000 tested, 0.45% active. AID 463165, 2010;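 active = B-score, a plate-corrected calcium signal, over three deviations above library mean, with baseline fluorescence within five deviations of library mean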;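 note: RGS4 expression induced by doxycycline in cells with stable M3 receptor; B-score is computed from the integrated fluorescence ratio over baseline after carbachol; higher B-score means a larger calcium signal and so more RGS4 inhibition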
RGS4 pot = RGS4 potentiators or activators, primary screen, cell-based, HEK293 M3R inducible RGS4, calcium flux; carbachol calcium flux Fluo4; active compounds read low; B-score at 10 µM; 310,000 tested, 0.92% active; AID 463111, 2010;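 active = B-score of the integrated calcium signal more than 4 SD below the library mean, with starting fluorescence not abnormally high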;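 note: negative B-score means reduced calcium response which marks RGS4 activation or potentiation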
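test system = M3R-expressing HEK293 line, RGS4 induced by doxycycline | probe or stimulus = carbachol at ECmax as muscarinic agonist stimulus | timing = dye loading 30 min 37 °C, buffer rest 30 min RT | signal = calcium dye Fluo4 fluorescence | evaluation = B score from integrated fluorescence ratio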
TMEM16A inh = TMEM16A chloride channel inhibitors, primary screen, cell-based, HTS; Anoctamin-1 (Mus musculus), Q8BHY3; normalized B-score (activity score, 25-100; higher = stronger inhibition) at 10 µM; 310,000 tested, 1.2% active; HEK293 TMEM16A/YFP iodide influx fluorescence, ionomycin; AID 588511, 2011;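 active = ratio plate-corrected score three or more library SD toward inhibition, starting fluorescence score within five deviations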;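 note: score derived from kinetic fluorescence span divided by baseline fluorescence per well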
ANO1 activ = TMEM16A chloride channel activators or potentiators, primary screen, cell-based, HTS | Anoctamin-1 (Mus musculus), Q8BHY3 | HEK293 TMEM16A/YFP-H148Q/I152L, iodide quench fluorescence; active compounds read low | 340,000 tested, 0.3% active | B-score at 10 µM;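 active = fluorescence-ratio B-score plate-corrected deviation score at least 3 library SD below zero, with starting fluorescence score within 5 deviations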;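 note: channel opened by trigger with iodide after compound preincubation; score built on the fluorescence ratio of max minus min over baseline; more negative score means more quench and so TMEM16A activation or potentiation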
KCNQ1 act = potentiators or activators of KCNQ1 channel, primary screen, cell-based, thallium flux, high-throughput | CHO-K1 KCNQ1, thallium flux FluxOR fluorescence; active compounds read high | B-score at 10 µM | 310,000 tested, 0.35% active | Potassium voltage-gated channel subfamily KQT member 1 (Homo sapiens), P51787;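 active = fluorescence ratio B-score, a plate-corrected score, at least three library SD, with initial intensity B-score within 5 SD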
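assay system = KCNQ1-transfected CHO-K1 cells | medium = assay buffer with matched DMSO | probe or stimulus = depolarizing K+/Tl+ stimulus, K2SO4 and Tl2SO4 each 12.5 mM in 5x stock | dosing = single dose | incubation = dye 90 min, compound 20 min, room temperature | detection = kinetic FluxOR fluorescence, 10 s baseline plus 110 s post-stimulus | evaluation = ratio B score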
Numbers without * were called inactive; i = inactive; nt = no result given.

SMILES	KCNQ1 block	hERG protect	KCNK3 block	KCNK9 block	HDAC3 inhib	SKKanGAS inh	RGS4 block	RGS4 pot	TMEM16A inh	ANO1 activ	KCNQ1 act
O=C(COc1ccc(F)cc1)N1CCC(Cc2ccccc2)CC1	i	-10	i	i	3	7	i	i	i	i	i
Cc1ccc(C(=O)CCCn2nnc(-c3cccnc3)n2)cc1C	i	-5	i	i	0	-12	i	i	i	i	i
COc1ccc(/C=N/NC(=O)c2nc(-c3ccccc3)cc(-c3ccccc3)n2)cc1O	i	-12	i	-11*	8	36	i	i	i	i	i
CCOC(=O)c1ccc(NS(=O)C23CC4CC(CC(C4)C2)C3)cc1 (stereo not drawn)	i	-5	i	i	-4	-2	i	i	i	i	i
COc1ccc(N2CCc3c(C)nc(SC)nc32)cc1	i	-6	i	i	1	10	i	i	i	i	i
CCCCCCCC(=O)NC(Nc1ccccc1OC)C(Cl)(Cl)Cl (stereo not drawn)	i	-6	i	i	-4	20	i	-8.6*	i	i	i
CCc1ccc(NC(=O)CSc2nc3ncc(Br)cc3[nH]2)cc1	i	-3	i	i	-5	5	i	i	i	i	i
O=C(CSc1nnc(CNC(=O)c2ccccc2)o1)c1ccccc1	i	-7	i	i	0	23	i	i	i	i	i
CCOC(=O)C1=C(C)N=c2s/c(=C\c3ccc(C(=O)O)cc3)c(=O)n2C1c1ccc(OC)cc1OC (stereo not drawn)	i	-6	i	i	5	21	i	i	i	i	i
Cc1ccc(CSc2ncn(-c3ccccc3)n2)cc1	i	-6	i	i	-4	9	i	i	i	i	i
CC(Oc1ccccc1)C(=O)N1CCC2(CC1)CC(=O)c1ccccc1O2 (stereo not drawn)	i	-7	i	i	-7	-11	i	i	i	i	i
COc1ccccc1NC(=O)CN(Cc1ccco1)C(=O)c1cc2ccccc2o1	i	-32	i	i	5	4	i	i	i	i	i
COc1ccc(-c2nnc(SCC(=O)NNC(=O)Cc3ccccc3)n2C)cc1OC	i	-12	i	i	4	-5	i	i	i	i	i
Cc1ccc(-n2nnnc2CNC(=O)c2ccc3c(c2)OCO3)cc1C	i	-1	i	i	3	1	i	i	i	i	i
CCCCN=c1scc(-c2ccc3c(c2)NC(=O)CO3)n1N=C1CCCC1	i	-5	i	i	0	9	i	i	i	i	i
COCCCNC(=S)NNC(=O)C(O)(c1ccccc1)c1ccccc1	i	-6	i	i	-1	1	i	i	i	i	i
O=C(CSc1ccccc1)Nc1ccc(NC(=O)c2ccco2)cc1	i	2	i	i	-1	-1	i	i	i	i	i
CCCCn1c(=O)[nH]c(=O)c2c1nc(-c1cc(Br)c(OCC)c(OC)c1)n2C	i	1	i	i	-6	-1	i	i	i	i	i
Cc1cccc(CC(=O)Nc2sc(C(C)C)cc2C(=O)N2CCOCC2)c1	i	-4	i	i	-6	2	i	i	i	i	i
O=C(CSC1=NC(=O)C(Cc2ccccc2)C(=O)N1)NC1CCCCC1 (stereo not drawn)	i	-11	i	i	11	4	i	i	i	i	i
O=C(O)CSCC(=O)N1CCN(c2nc3cc(Cl)ccc3s2)CC1	i	-3	i	i	1	-2	i	i	i	i	i
CC(Cc1ccccc1)N/C=C1/CC(=O)NC1=O (stereo not drawn)	i	-1	i	i	5	-6	i	i	i	i	i
O=C1NC(c2ccccc2Br)=N/C1=C\c1ccco1	i	-6	i	i	1	1	i	i	i	i	i
CCCc1ccc(Oc2cc(N3CCOCC3)nc(-c3ccccc3)n2)cc1	i	-6	i	i	1	nt	i	i	i	i	i
CCCCOc1ccc(C(=O)Oc2ccc(C)nc2)cc1	i	-5	i	i	6	12	i	i	i	i	i
Cc1c(Cl)cccc1NC(=S)NCc1ccccc1Cl	i	-10	i	i	2	7	i	i	i	i	i
COC(=O)c1ccc(-c2ccc(/C=N/NC(=O)CC3(C)OCCCO3)o2)cc1	i	-6	i	i	2	9	i	i	i	i	i
Cc1cc(C)n2nc(C(=O)Nc3c(C)nn(Cc4ccc(F)cc4)c3C)cc2n1	i	-7	i	i	-3	-4	i	i	i	i	i
CS(=O)(=O)N(CC(=O)N1CCC(C(N)=O)CC1)c1ccc(Oc2ccccc2)cc1	i	-7	i	i	-5	2	i	i	i	i	i
Cc1sc2ncn(C(C)C(=O)OC3CCCCC3)c(=O)c2c1C (stereo not drawn)	i	-10	i	i	5	4	i	i	i	i	i
O=C(OCc1nc2ccccc2[nH]1)C12CC3CC(CC(C3)C1)C2	i	-13	i	i	1	-1	i	i	i	i	i
N/C(=N\OC(=O)c1ccc(Cl)cc1[N+](=O)[O-])c1cccnc1	i	-10	i	i	-1	-4	i	i	i	i	i
COC(=O)C1=C(NC(=O)COc2ccc(Cl)cc2Cl)CCS1	i	-7	i	i	2	3	i	i	i	i	i
CC(C)(C)NC(=S)NNC(=O)c1cccc(Br)c1	i	-11	i	i	-3	-2	i	i	i	i	i
Cc1ccc2nc(-c3ccccc3)cc(C(=O)N3CC(C)OC(C)C3)c2c1 (stereo not drawn)	i	-16	i	i	-10	31	i	i	i	i	i
Cc1ccccc1-n1c(Cc2cccs2)n[nH]c1=S	i	-12	i	i	-4	-2	i	i	i	i	i
Cc1cc(NC(=O)C2CCCCC2)ccc1NC(=O)c1ccccc1Cl	i	-3	i	i	6	21	i	i	i	i	i
CC(=O)NC1CCCc2c1cnn2-c1ccc(C(C)(C)C)cc1 (stereo not drawn)	i	-4	i	i	4	-3	i	i	i	i	i
O=C(CSc1ccccc1)NCC1(N2CCCCC2)CCCCC1	i	-10	i	i	3	-7	i	i	i	i	i
Cc1ccc(-c2nnn(CC(=O)N(CC3CCCO3)C(C(=O)NC3CCCC3)c3ccc(F)cc3)n2)o1 (stereo not drawn)	i	-12	i	i	5	5	i	i	i	i	i

Complete entries, looked up by structure. Order of values: KCNQ1 block | hERG protect | KCNK3 block | KCNK9 block | HDAC3 inhib | SKKanGAS inh | RGS4 block | RGS4 pot | TMEM16A inh | ANO1 activ | KCNQ1 act
N/C(=N\OC(=O)c1ccc(Cl)cc1[N+](=O)[O-])c1cccnc1 reads i | -10 | i | i | -1 | -4 | i | i | i | i | i
Cc1ccc(-c2nnn(CC(=O)N(CC3CCCO3)C(C(=O)NC3CCCC3)c3ccc(F)cc3)n2)o1 (stereo not drawn) reads i | -12 | i | i | 5 | 5 | i | i | i | i | i
CC(C)(C)NC(=S)NNC(=O)c1cccc(Br)c1 reads i | -11 | i | i | -3 | -2 | i | i | i | i | i
Cc1cc(NC(=O)C2CCCCC2)ccc1NC(=O)c1ccccc1Cl reads i | -3 | i | i | 6 | 21 | i | i | i | i | i
CC(=O)NC1CCCc2c1cnn2-c1ccc(C(C)(C)C)cc1 (stereo not drawn) reads i | -4 | i | i | 4 | -3 | i | i | i | i | i

Other results follow.
SMILES	KCNQ1 block	hERG protect	KCNK3 block	KCNK9 block	HDAC3 inhib	SKKanGAS inh	RGS4 block	RGS4 pot	TMEM16A inh	ANO1 activ	KCNQ1 act
O=C(NC1CCCCCC1)c1ccc(Br)o1	i	-1	i	i	0	1	i	i	i	i	i
CSc1nc(NCCCN(C)C)c2c3c(sc2n1)CN(C)CC3	i	-9	nt	i	-44	2	i	i	i	nt	i
O=C(c1cc(COc2ccc(F)cc2F)on1)N1CCOCC1	i	-2	i	i	1	-6	i	i	i	i	i
CCCC1(CCC)NC(=O)NC1=O	i	-4	i	i	-1	-5	i	i	i	i	i
O=c1c(N2CCOCC2)coc2ccccc12	i	-5	i	i	4	0	i	i	i	i	i
CC(C)c1ccc(NC(=O)N2CCOCC2)cc1	i	-6	i	i	4	1	i	i	i	i	i
CCOC(=O)Cc1nnc(NC(=O)C2CCCCC2)s1	i	-9	i	i	3	7	i	i	i	i	i
O=[N+]([O-])c1ccc2c(c1)nc1n2CCN(C2CCCCC2)C1	i	-23	i	i	-3	1	i	i	i	i	i
CCCn1c(=S)[nH]c2cc(OC)c(OC)cc2c1=O	i	-9	i	i	-6	-7	i	i	i	i	i
CCc1cccc2c(=O)c(C(=O)N3CCOCC3)c[nH]c12	i	-16	i	i	0	-1	i	i	i	i	i
CCOCCCNS(=O)(=O)c1ccc(Br)cc1	i	-9	i	i	9	-11	i	i	i	i	i
O=C(CNS(=O)(=O)c1ccccc1)Nc1ccc(F)cc1F	i	-6	i	i	-1	-3	i	i	i	i	i
O=C(CNC(=O)C1COc2ccccc2O1)N/N=C/c1ccc([N+](=O)[O-])cc1 (stereo not drawn)	i	-10	i	i	4	9	i	i	i	i	i
COc1cc(CN2CCNC(=O)C2CC(=O)N(C)Cc2ncc[nH]2)cc(OC)c1 (stereo not drawn)	i	-12	i	i	-1	2	i	i	i	i	i
COc1cccc(NC(=O)C2CCN(c3ncccn3)CC2)c1	i	-16	i	i	-8	2	i	i	i	i	i
CC(C)(C)OC(=O)N1CCC(C(=O)NCC2CCCO2)CC1 (stereo not drawn)	i	-1	i	i	0	1	i	i	i	i	i
Cc1cc(C)cc(OCCNS(=O)(=O)c2cccs2)c1	i	-7	i	i	-8	31	i	i	i	i	i
CCOC(=O)c1ccc(Oc2nc(NC(C)(C)C)nc(N(C)C)n2)cc1	i	-2	i	i	13	28	i	i	i	i	27*

2 of these compounds, reformatted:
Screens in order – KCNQ1 block | hERG protect | KCNK3 block | KCNK9 block | HDAC3 inhib | SKKanGAS inh | RGS4 block | RGS4 pot | TMEM16A inh | ANO1 activ | KCNQ1 act
O=C(CNC(=O)C1COc2ccccc2O1)N/N=C/c1ccc([N+](=O)[O-])cc1 (stereo not drawn)
  i | -10 | i | i | 4 | 9 | i | i | i | i | i
COc1cc(CN2CCNC(=O)C2CC(=O)N(C)Cc2ncc[nH]2)cc(OC)c1 (stereo not drawn)
  i | -12 | i | i | -1 | 2 | i | i | i | i | i
